# PrPC surface inh = cell surface PrPC inhibition, primary TR-FRET screen | P04156 | inhibition, % at 13.8 µM | TR-FRET read-out | AID 720596 | 0.43% of 370,000 active; in the data active = inhibition above about 24%; also: 0% = median of the test wells and 100% = reference compound wells
# Yp Topo-I inh = blocks Yersinia pestis topoisomerase I activity | Y. pestis Topo-I cleavage product accumulation, plate reader | activity, % at 10 µM | 0.064% of 360,000 active | AID 504884; in the data active = activity above about 50%, passing the limit was not always enough; inconclusive = no clear call, values can overlap the other calls; also: inactives centre near 2
# Anthrax LF inh2 = anthrax lethal factor protease inhibition. P15917. multiplex microsphere protease cleavage assay, LF. inhibition, % at 10 µM. 0.12% of 360,000 active. AID 588501; also: plate controls were buffer without enzyme for full effect and enzyme alone for no effect
# Target sequence (P15917 whole entry, looked up): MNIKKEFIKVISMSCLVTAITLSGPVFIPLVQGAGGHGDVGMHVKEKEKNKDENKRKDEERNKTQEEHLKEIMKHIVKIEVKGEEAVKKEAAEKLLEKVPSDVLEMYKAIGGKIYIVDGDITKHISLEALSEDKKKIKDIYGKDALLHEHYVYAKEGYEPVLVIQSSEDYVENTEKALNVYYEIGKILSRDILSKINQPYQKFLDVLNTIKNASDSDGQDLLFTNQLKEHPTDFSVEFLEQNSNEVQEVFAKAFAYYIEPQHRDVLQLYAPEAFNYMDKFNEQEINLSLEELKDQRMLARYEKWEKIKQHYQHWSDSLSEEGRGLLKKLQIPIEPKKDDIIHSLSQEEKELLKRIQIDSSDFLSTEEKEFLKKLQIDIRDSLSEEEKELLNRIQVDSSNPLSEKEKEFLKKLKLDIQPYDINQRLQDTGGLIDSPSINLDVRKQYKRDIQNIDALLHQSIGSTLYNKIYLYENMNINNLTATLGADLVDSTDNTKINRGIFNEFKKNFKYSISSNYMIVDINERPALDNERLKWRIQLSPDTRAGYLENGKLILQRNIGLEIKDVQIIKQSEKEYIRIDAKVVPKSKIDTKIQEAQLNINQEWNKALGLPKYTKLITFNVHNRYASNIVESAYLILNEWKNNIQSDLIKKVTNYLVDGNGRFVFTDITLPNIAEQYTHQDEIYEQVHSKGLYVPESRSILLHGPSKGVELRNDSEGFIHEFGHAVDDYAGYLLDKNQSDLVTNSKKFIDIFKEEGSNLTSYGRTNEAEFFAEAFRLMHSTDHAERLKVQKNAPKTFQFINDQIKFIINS
# CCHFV vOTU inh = CCHFV vOTU protease inhibition; Pep-AMC fluorescence; inhibition, % at 11.5 µM; 0.55% of 370,000 active; in the data active = inhibition above about 30%; also: 0% = vehicle wells with enzyme and 100% = no enzyme wells
# BoNT-A LC inh2 = inhibitors of Botulinum neurotoxin A light chain protease; 0.17% of 360,000 active; inhibition, % at 10 µM; AID 588499; multiplex microsphere protease substrate cleavage, flow cytometry; also: plate controls were buffer without enzyme for full effect and enzyme alone for no effect
# BoNT-F LC inh = inhibitors of Botulinum neurotoxin F light chain protease | Multiplex microsphere protease cleavage assay, flow cytometry | inhibition, % at 10 µM | 0.22% of 360,000 active | AID 588497; in the data active = inhibition above about 35%, passing the limit was not always enough; inconclusive = no clear call, values can overlap the other calls; also: plate controls were buffer without enzyme for full effect and enzyme alone for no effect
# PfHsp40 yeast = restores yeast growth despite PfHsp40 toxicity. S. cerevisiae expressing PfHsp40, growth rescue, ATP luminescence. growth rescue, % at 12.5 µM. 0.68% of 340,000 active; in the data active = growth rescue above about 28%, passing the limit was not always enough; inconclusive = no clear call, values can overlap the other calls;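 also: yeast W303a lacking pdr1 and pdr3 grown in galactose medium; growth measured after three days at 30 °C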
# TcdB inh = TcdB glycohydrolase inhibition. AID 652162. 0.24% of 350,000 active. inhibition, % at 9.99 µM. TcdB glycohydrolase enzymatic assay, plate reader; in the data active = inhibition above about 10%
# FadD28 FP inh = M. tuberculosis FadD28 bisubstrate binding inhibition | 0.22% of 360,000 active | AID 588549 | inhibition, % at 12.5 µM | FadD28 bisubstrate probe binding, fluorescence polarization; in the data active = inhibition above about 8.5%, passing the limit was not always enough; inconclusive = no clear call, values can overlap the other calls
# * = called active by the depositor; u = inconclusive; x = not tested or not shown; & = joins results of further samples. Rule as the data show it, unless noted: active = inhibition above about 30%; inconclusive = no clear call, values can overlap the other calls; inactive = below that.
SMILES,PrPC surface inh,Yp Topo-I inh,Anthrax LF inh2,CCHFV vOTU inh,BoNT-A LC inh2,BoNT-F LC inh,PfHsp40 yeast,TcdB inh,FadD28 FP inh
CCCCCNc1ncnc2c(C)[nH]nc12,7,x,7,6,0.5,5,x,1.5,-4.2
N=c1sccn1CC(=O)Nc1ccc(SC(F)F)cc1,-2,0,-7,-7,-0.6,-9,-1.4,x,-1.3
Cc1ccc(NC(=S)NCC23C=CC(O2)C2C(=O)N(c4ccc(C)cc4)C(=O)C23)cc1 (configuration not stated),1,3,1,17,0.5,6,0.6,0.2,-2.0
CC1(CCc2ccc(O)cc2)NC(=O)NC1=O (configuration not stated),2,2,-4,1,-0.1,5,-1.4,x,-4.3
O=C(NCCSC1CCCCC1)c1ccccc1,-4,5,0,7,0.5,-1,20,0.8,-1.0
O=C(CCN1C(=O)/C(=C/c2ccc3c(c2)OCO3)SC1=S)Nc1cccc(C(=O)O)c1,8,3,16,6,-4.8,u,0.1,-0.8,-2.6
CC(C(=O)N(C)C1CCS(=O)(=O)C1)N1C(=O)/C(=C/c2ccc(F)cc2)SC1=S (configuration not stated),-2,23,1,-3,-0.5,8,1.2,0.5,-0.4
CC(=O)OC1N=C(c2ccccc2)c2cc(C)ccc2NC1=O (configuration not stated),0,-6,-2,5,-1.1,-29,-1.3,x,-2.8
CCN(C(=O)C(C)N1C(=O)/C(=C/c2ccco2)SC1=S)C1CCS(=O)(=O)C1 (configuration not stated),-17,13,4,29,1.8,4,1.4,-0.1,2.5
CCOc1ccc(CCNC(=O)CS(=O)Cc2nc(-c3ccccc3Cl)oc2C)cc1OCC (configuration not stated),1,34,-4,-4,0.4,7,0.5,0.2,-3.3
CCN1CCN(C(=O)CCn2c(=O)c3cccn3c3cccnc32)CC1,-1,-3,1,13,-0.4,-3,-1.1,0.4,-0.7
COc1ccc(-n2nnnc2C(CCc2ccccc2)N2CCC(n3c(=O)[nH]c4ccccc43)CC2)cc1 (configuration not stated),-4,x,-9,4,0.0,4,x,0.0,-1.8
CSc1nc(-c2ccc(Cl)cc2)nc(N)c1C#N,2,2,9,-4,1.4,u,x,2.6,-2.8
N#C/C=C1\n2c(nc3ccccc32)OC12CCCCC2,1,-3,-2,4,0.0,2,2.2,x,0.1
COc1ccccc1NS(=O)(=O)c1cc(NC(=O)CNC(=O)c2ccccc2)ccc1C,7,-1,-2,-3,-0.2,7,-0.9,-0.3,0.0
Cc1nc2c(-c3ccc(Cl)cc3)c(C)[nH]n2c(=O)c1Cc1ccccc1,-1,30,3,-4,-1.9,-1,x,0.0,-1.0
Cn1c(=O)oc2cc(S(=O)(=O)N3CCc4ccccc43)ccc21,1,-1,-6,-8,-0.4,-3,-1.2,1.2,0.0
O=C(OCCN1C(=O)c2ccccc2C1=O)C1CC(O)CN1S(=O)(=O)c1ccc(Cl)cc1 (configuration not stated),-4,12,5,-3,1.3,-4,0.7,-0.4,-4.4
CCN(CC(=O)Nc1c(F)cccc1F)C(=O)CN(C)S(=O)(=O)c1ccc(F)cc1,5,2,4,-5,-0.4,1,1.4,9.4,-3.5
O=C1C(Cl)=C(NCCN2CCOCC2)C(=O)c2ccccc21,-73,-16,9,43*,-4.1,u,-1.0,9.0,u
COC(=O)C1=C[C@@H](C(=O)OC)C2C3=C(C(=O)C24CCCCC4)[C@H](C)n2c(=O)n(-c4ccccc4)c(=O)n2[C@@H]3C1 (some centres not stated),-7,25,-3,7,0.9,8,2.8,0.4,-2.5
CCOc1ccc(NC(=O)CSc2nnc(-c3ccccn3)n2N)cc1,-2,9,-4,-1,0.8,-1,0.3,x,-0.2
COc1ccc(C(=O)NC(=S)N2CCCCC2)cc1,-4,9,0,-8,-0.3,-8,-1.1,x,-3.4
Cc1ccc(S(=O)(=O)NNC(=S)NCCc2ccccc2)cc1,0,5,-4,-1,-0.7,-6,-0.9,-2.0,1.2
COC(=O)C1=C(C)N(CC2CC2)C(=O)N[C@H]1c1ccccc1,-6,7,-9,-14,0.0,-7,-1.1,-0.2,-1.6
CCCC(=O)Nc1cc2c3c(c1)CCN3C(=O)CC2,4,-2,0,4,0.6,-4,0.7,1.4,-0.4
c1ccc(-c2nc(-c3cccs3)[nH]c2-c2ccccc2)cc1,-3,4,0,-43,-1.0,-13,1.1,0.7,0.8
Cc1c(C(=O)C(=O)N2CCCc3ccccc32)c2ccccc2n1C,5,30,-1,11,-0.8,-3,0.1,x,-1.7
CC(C)c1c(C(=O)N/N=C/C=C/c2ccccc2)nnn1-c1nonc1N,4,-7,-2,17,0.0,2,0.8,-0.1,-3.4
COc1cc(NC(=O)c2cccs2)c(C(=O)OCC(=O)NC(=O)NCc2ccccc2)cc1OC,0,1,-4,-2,-0.1,5,-0.5,x,-0.2
O=C(O)c1ccc(-n2nnnc2SCc2cccc(Br)c2)cc1,-1,-5,23,6,0.0,20,x,0.7,1.3
OC(COc1ccc(Cl)c2ccccc12)CN1CCN(c2ccccn2)CC1 (configuration not stated),2,4,-2,17,0.4,-6,0.1,x,-2.2
CC(N)C12CC3CC(CC(C3)C1)C2 (configuration not stated),8&7,0&4,3&11,-2&5,-0.7&-0.3,6&-4,0.9&-1.2,1.6&0.8,0.4&-1.9
COc1ccc(C[C@H]2CN3C(=NC[C@H]3C)N2CCNC(=O)CCC2CCCCC2)cc1,-1,7,-1,1,-0.9,-6,0.0,0.4,-0.5
Cc1ccc2c(c1)C(=O)CC(O)(C(F)F)O2 (configuration not stated),0,-6,-4,-17,-0.7,-8,-1.8,1.3,-0.9
Cc1[nH]cnc1CSCc1ccc(F)cc1,-4,-2,6,-18,1.5,1,1.0,x,-2.5
CCOc1c2ccc(C(=O)NCc3ccc4c(c3)OCO4)cc2nn1C,3,-7,-1,-29,-0.2,-1,-1.5,0.0,-2.5
Cc1cc(C)n(CC(=O)n2c3ccccc3c3ccccc32)n1,4,4,-1,-3,-0.3,4,-0.6,x,-2.8
COCCNC(C(=O)Nc1ccc(C)cc1[N+](=O)[O-])c1ccccc1 (configuration not stated),-10,-6,1,-5,-0.4,-5,1.6,0.5,-3.2
CN(C(=O)CN1C(=O)NC2(CCc3ccccc32)C1=O)C1CCCCC1 (configuration not stated),6,-2,0,-7,-0.8,-5,x,1.2,-3.9
Cc1cc(C)c(C(=O)COC(=O)Cn2nc(-c3ccccc3)oc2=O)cc1C,-3,12,-2,6,-0.6,4,2.9,1.1,-1.9
Cc1noc(/C=C/N(C)C)c1S(=O)(=O)N1CCCC(C(=O)NCc2cccs2)C1 (configuration not stated),5,8,-11,16,-0.1,1,0.4,0.3,0.5
CC/C(=N\NC(=O)c1ccc2c(c1)OCO2)C12CC3CC(CC(C3)C1)C2,3,-14,-6,7,-0.8,-18,1.4,x,1.5
COc1ccc(N(C)S(=O)(=O)c2cccc(C(=O)OCC(=O)Nc3sc4c(c3C#N)CCCCC4)c2)cc1,2,24,-1,-7,-1.6,1,7.9,-0.1,-0.6
CC(C)Oc1ccc(C(=O)Nc2cccc(S(=O)(=O)N3CCCC3)c2)cc1,23,-9,0,16,0.5,-4,0.8,-4.5,1.0
CN(C)C=Nc1nonc1-c1ncn[nH]1,-2,0,3,9,1.0,-4,-1.9,x,-2.1
CCCCCCn1c(-c2ccco2)nc2oc3cc(OC)ccc3c(=O)c2c1=O,-2,11,3,-5,1.0,2,0.7,x,-2.4
CCc1cc2ccc(C)cc2nc1SCC(=O)NC1CCCC1,11,3,-5,7,-0.2,-2,0.4,0.5,-2.2
CNC(=O)CN1C(=O)CSc2nc(C)cc(C)c21,-4,-6,-11,2,-0.6,-2,-1.5,1.3,-1.4
CNC(=O)CSc1nnc(-c2cccs2)o1,-2,22,-2,-7,0.8,5,-0.5,x,-3.3
COc1ccccc1Cc1c(C(C)(C)C)nc2ccc(C)cn12,-1,x,-9,-6,1.9,4,x,1.2,-2.4
Cn1c(=O)c2c(nc(Sc3ncnn3CC(=O)N3CCOCC3)n2C)n(C)c1=O,4,1,0,4,0.3,2,1.0,1.4,-0.7
Cc1ccc(S(=O)(=O)NC(C)(C)C)cc1C(=O)OC(C)C(=O)NC1CC1 (configuration not stated),-2,-5,3,-8,0.2,-5,0.3,-0.6,-3.0
Cc1ccc(S(=O)(=O)N2CCN(C(=O)COC(=O)CCOc3cc(C)ccc3C)CC2)c(C)c1,4,33,-6,7,-0.4,2,2.2,0.3,-1.5
C[C@@H]1C[C@H]2[C@@H]3C[C@H](F)C4=CC(=O)C=C[C@]4(C)[C@@]3(F)[C@@H](O)C[C@]2(C)[C@@]1(O)C(=O)CO,-5,4,3,4,-0.8,-3,2.7,1.4,-0.1
COCC(=O)Nc1ccc(Br)cc1,13,2,-2,6,-1.1,3,-1.0,x,-2.0
O=C(NCc1cccc(F)c1)Nc1nnc([C@@H]2C[C@H](O)[C@@H](CO)O2)s1,-1,0,-3,16,0.1,-2,x,-1.7,-0.8
Cc1ccc(C(=O)NCCCCNC(=O)c2ccc(C)o2)o1,-1,2,-2,-5,-0.1,1,-1.8,x,-4.7
CCN(CC)CCNC(=O)c1ccc(NC(=O)c2ccc(C(=O)c3ccccc3)cc2)cc1,-8,-14,x,-2,x,x,8.9,1.1,-3.6
O=C(c1ccco1)N(Cc1ccc([N+](=O)[O-])cc1)c1ccc(Br)cc1,4,26,-9,2,-0.3,-10,0.1,x,-2.8

# (continued)
SMILES,PrPC surface inh,Yp Topo-I inh,Anthrax LF inh2,CCHFV vOTU inh,BoNT-A LC inh2,BoNT-F LC inh,PfHsp40 yeast,TcdB inh,FadD28 FP inh
CN1C(=O)C(CC(=O)Nc2ccc(Cl)cc2)N(Cc2ccco2)C1=S (configuration not stated),-1,-16,3,3,1.3,-2,-1.0,1.6,-3.8
CC(C(=O)Nc1ccccc1C(=O)N1CCCC1)n1nnc2ccccc21 (configuration not stated),1,1,0,-8,-3.1,-5,1.2,x,-2.8
C/C(=N\NC(=O)C1CC1c1ccccc1)c1cccs1 (configuration not stated),0,13,-3,-4,0.1,7,0.2,5.0,-0.7
CCN(CC)CCCNC(=O)c1cn(CC)c2ccc(S(=O)(=O)N3CCc4ccccc4C3)cc2c1=O,-7,4,-3,4,-0.2,-3,-0.4,0.4,-0.4
CCC(=O)N1CCc2cc(Br)cc(S(=O)(=O)N(C)c3ccc(OC)cc3)c21,1,23,-7,8,2.6,-13,0.3,1.5,-2.2
OCC1(CC2CCCCO2)CCN(Cc2cccc(O)c2)CC1 (configuration not stated),-5,2,-5,1,0.7,0,-0.3,0.8,-1.1
CCc1ccccc1N1C(=O)[C@@H]2Cc3ccccc3CN2C1=O,-8,-5,-6,7,0.4,u,-0.9,0.7,-1.1
Cc1cc(C)c2oc(=O)cc(CN3CCC(C)CC3)c2c1,2,-1,4,-5,2.6,-20,1.1,-0.1,-0.4
COc1ccccc1N1CCN(C(=S)NC(=O)/C=C/c2ccc(F)cc2)CC1,-6,6,0,-15,0.8,7,x,0.7,-3.9

# Four entries from above, with each value named.
CC(=O)OC1N=C(c2ccccc2)c2cc(C)ccc2NC1=O (configuration not stated)
  PrPC surface inh: 0
  Yp Topo-I inh: -6
  Anthrax LF inh2: -2
  CCHFV vOTU inh: 5
  BoNT-A LC inh2: -1.1
  BoNT-F LC inh: -29
  PfHsp40 yeast: -1.3
  TcdB inh: x
  FadD28 FP inh: -2.8
CCN(C(=O)C(C)N1C(=O)/C(=C/c2ccco2)SC1=S)C1CCS(=O)(=O)C1 (configuration not stated)
  PrPC surface inh: -17
  Yp Topo-I inh: 13
  Anthrax LF inh2: 4
  CCHFV vOTU inh: 29
  BoNT-A LC inh2: 1.8
  BoNT-F LC inh: 4
  PfHsp40 yeast: 1.4
  TcdB inh: -0.1
  FadD28 FP inh: 2.5
CCOc1ccc(CCNC(=O)CS(=O)Cc2nc(-c3ccccc3Cl)oc2C)cc1OCC (configuration not stated)
  PrPC surface inh: 1
  Yp Topo-I inh: 34
  Anthrax LF inh2: -4
  CCHFV vOTU inh: -4
  BoNT-A LC inh2: 0.4
  BoNT-F LC inh: 7
  PfHsp40 yeast: 0.5
  TcdB inh: 0.2
  FadD28 FP inh: -3.3
CCN1CCN(C(=O)CCn2c(=O)c3cccn3c3cccnc32)CC1
  PrPC surface inh: -1
  Yp Topo-I inh: -3
  Anthrax LF inh2: 1
  CCHFV vOTU inh: 13
  BoNT-A LC inh2: -0.4
  BoNT-F LC inh: -3
  PfHsp40 yeast: -1.1
  TcdB inh: 0.4
  FadD28 FP inh: -0.7
